Screening data deposited in PubChem by National Center for Advancing Translational Sciences (NCATS).
Vif-A3G inh: inhibitors of Vif-APOBEC3G interaction | Q9HC16 | HeLa A3G-eYFP + Vif (tagged APOBEC3G with the HIV-1 protein that degrades it), YFP fluorescence, overnight | Potency, µM (doses to about 46.1 µM), inactives show at the highest dose activity, negative = active, actives largely listed as inhibitors | 0.076% of 410,000 active;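 also: potency is read from the fitted curve at half-maximal effect; % is scaled to controls: 0 for no effect and ±100 for the full control effect; nearly all actives have a fitted effect of over 60% in size; hits raise eYFP signal because A3G escapes Vif-driven loss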
Target sequence (Q9HC16 whole entry, looked up): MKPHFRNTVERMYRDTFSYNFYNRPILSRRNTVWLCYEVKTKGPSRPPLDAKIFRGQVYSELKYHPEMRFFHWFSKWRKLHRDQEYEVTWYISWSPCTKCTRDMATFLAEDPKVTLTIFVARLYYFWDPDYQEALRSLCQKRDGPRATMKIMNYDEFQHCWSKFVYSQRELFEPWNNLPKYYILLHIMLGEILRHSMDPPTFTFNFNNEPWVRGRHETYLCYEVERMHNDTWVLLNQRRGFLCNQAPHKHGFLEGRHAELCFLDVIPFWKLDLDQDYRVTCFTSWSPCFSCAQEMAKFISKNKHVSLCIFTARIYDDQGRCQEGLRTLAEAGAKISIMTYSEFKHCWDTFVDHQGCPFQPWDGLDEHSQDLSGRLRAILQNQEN
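Read-out is eYFP fluorescence (Ex 488/Em 500-530) from Vif-expressing HeLa A3G-eYFP cells; more signal means A3G escaped Vif-mediated degradation. Cells plated overnight, compound pinned in, incubated overnight at 37 deg C.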
rTrxR1 inhibitor: rat TrxR1 inhibition; recombinant rTrxR1, NADPH fluorescence consumption, selenite substrate; Potency, µM (series often up to 114 µM), for the others: at the top dose activity change, negative = inhibition, actives largely listed as inhibitors; 1% of 390,000 active; AID 588453; also: potency is read from the fitted curve at half-maximal effect; % is scaled to controls: 0 for no effect and ±100 for the full control effect; nearly all actives have a fitted effect of over 65% in size
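Rat TrxR1 (90 nM in the dispensed reagent) was pre-reduced with 400 uM NADPH for 5 min at room temperature, then incubated with compound for 15 min. After 400 uM selenite was added, NADPH fluorescence (Ex 340/Em 450 nm) was followed for 8 min.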
USP1-UAF1 inh: blocks the human USP1/UAF1 deubiquitinase complex. recombinant USP1/UAF1, Ub-Rhodamine cleavage fluorescence. Potency, µM (doses to about 57.1 µM), for the others: at the top dose activity change, negative = inhibition, actives largely listed as inhibitors. 0.23% of 390,000 active; also: potency is read from the fitted curve at half-maximal effect; % is scaled to controls: 0 for no effect and ±100 for the full control effect; nearly all actives have a fitted effect of over 60% in size; inactives centre near -12
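USP1/UAF1 complex (1 nM) preincubated 15 min at room temperature with compound, then Ub-Rho substrate (150 nM final) added. Kinetic fluorescence at 480/540 nm over 6 reads at 60 s intervals; 50 mM HEPES pH 7.8, 0.5 mM EDTA, 0.1 mg/ml BSA, 1 mM TCEP, 0.01% Tween-20.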
IDH1 R132H inh: inhibitors of human mutant IDH1 R132H | O75874 | IDH1-R132H enzyme, NADPH consumption, diaphorase/resazurin fluorescence | Potency, µM (top dose mostly 76.6 µM), for the others: at the top dose activity change, negative = inhibition, usual class: inhibitors | 0.093% of 390,000 active | AID 602179; also: potency is read from the fitted curve at half-maximal effect; % is scaled to controls: 0 for no effect and ±100 for the full control effect; nearly all actives have a fitted effect of over 65% in size
Target sequence (O75874 whole entry R132H, stated change not applied): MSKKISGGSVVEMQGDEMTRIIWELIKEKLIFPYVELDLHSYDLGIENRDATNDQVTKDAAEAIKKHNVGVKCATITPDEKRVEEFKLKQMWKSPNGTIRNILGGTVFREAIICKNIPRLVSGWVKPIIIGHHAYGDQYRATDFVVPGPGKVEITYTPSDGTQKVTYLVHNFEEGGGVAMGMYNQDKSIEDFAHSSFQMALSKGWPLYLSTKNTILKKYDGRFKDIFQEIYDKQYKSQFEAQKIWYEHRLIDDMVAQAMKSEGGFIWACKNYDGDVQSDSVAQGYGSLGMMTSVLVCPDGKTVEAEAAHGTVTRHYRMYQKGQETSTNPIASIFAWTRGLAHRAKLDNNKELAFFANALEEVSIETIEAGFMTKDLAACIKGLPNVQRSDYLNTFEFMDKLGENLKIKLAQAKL
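IDH1-R132H (0.5 ug/mL dispensed) in pH 7.5 Tris buffer was preincubated 30 min with compound, then given a substrate mix of 0.016 mM NADPH and 2 mM alpha-KG for 80 min at room temperature; remaining NADPH was read by diaphorase/resazurin fluorescence.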
LDHA block: LDHA (human) enzyme inhibition; activity change, % (values are at about 110 or 230 µM); AID 1347041; 0.15% of 480,000 active; purified LDHA, NADH/diaphorase-resazurin fluorescence; active compounds read low; P00338; in the data active = activity change below about -30%; inconclusive = mostly about -25% to -30%;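 also: plate controls were DMSO wells for no effect and wells without enzyme for full effect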
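Human LDH5 (2 nM) was incubated with 0.06 mM NADH and 0.2 mM pyruvate for 5 min at room temperature in Tris pH 7.4. Remaining NADH was coupled through diaphorase/resazurin, and resorufin fluorescence was read at 0 and 20 min.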
RGS4 inh: human RGS4 inhibition; AID 504845; 0.039% of 390,000 active; P49798; Potency, µM (top dose mostly 114 µM), for inactives: at the highest dose activity change, negative = inhibition, actives largely listed as inhibitors; Transcreener GDP fluorescence polarization, RGS4-accelerated GTP hydrolysis; also: potency is read from the fitted curve at half-maximal effect; % is scaled to controls: 0 for no effect and ±100 for the full control effect; nearly all actives have a fitted effect of over 75% in size; some results filed as inactive show a strong effect at the top dose
Target sequence (P49798 whole entry, looked up): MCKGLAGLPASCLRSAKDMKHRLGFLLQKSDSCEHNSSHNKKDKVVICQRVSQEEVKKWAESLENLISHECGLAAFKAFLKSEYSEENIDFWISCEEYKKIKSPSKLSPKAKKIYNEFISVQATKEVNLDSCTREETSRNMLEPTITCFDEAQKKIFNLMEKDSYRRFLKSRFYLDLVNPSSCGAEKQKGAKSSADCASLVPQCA
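MLSMR compounds (23 nl, pin-transferred) preincubated 10 min at room temperature with a 500nM (2x) first reagent, then RGS4 at 900nM (2x) plus Transcreener GDP mix added; fluorescence polarization (620/688 nm) read before and after 90 min at 30 °C.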
TrxR1 substrate: is turned over as a substrate by rat TrxR1; purified TrxR1 substrate turnover, NADPH consumption readout; Potency, µM (doses to about 114 µM), for the others: at the highest dose activity change, negative = substrate turnover; 0.01% of 390,000 active; AID 588456; also: potency is read from the fitted curve at half-maximal effect; % is scaled to controls: 0 for no effect and ±100 for the full control effect; nearly all actives have a fitted effect of over 50% in size
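Rat TrxR1, dispensed at 90 nM, was prereduced with 400 uM NADPH (final) for 5 min at ~22 deg C, then incubated with compound 15 min before 400 uM selenite. A first-read NADPH fluorescence drop versus no-compound background flagged substrates.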
Glioma ERSR ind: induces the endoplasmic reticulum stress response in human glioma cells; U87-MG GRP78 promoter luciferase reporter, 16 h; AID 602332; Potency, µM, inactives show at the highest dose activation, actives largely listed as activators; 0.02% of 420,000 active; also: potency is read from the fitted curve at half-maximal effect; series mostly up to about 76 µM; % of control where 0% means no effect; nearly all actives have a fitted effect of over 35% in size
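Stably transfected U87-MG glioma cells carrying a GRP78-based luciferase sensor; 16 h compound incubation. Luminescence end-point read 10 min after Bright-Glo addition at room temperature.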
Vif-A3F inh: Vif-A3F binding inhibition | HeLa A3F-eYFP + Vif (tagged APOBEC3F with the HIV-1 protein that degrades it), YFP fluorescence increase | Potency, µM (highest dose often 46.1 µM), for inactives: at the highest dose activity, negative = active | 0.2% of 390,000 active | AID 602313; also: potency is read from the fitted curve at half-maximal effect; % of control where 0% means no effect; nearly all actives have a fitted effect of over 65% in size
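Fluorescence increase (Ex 488/Em 500-530) after overnight compound treatment at 37 deg C flags inhibition of Vif-driven A3F-eYFP loss in stable HeLa A3F-eYFP/Vif cells seeded overnight beforehand.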
* = called active by the depositor; ? = inconclusive; . = not tested or not shown; [ ] = dose if it differs, or a comment. Unless noted, calls follow the shape of the dose curve; as a rule, active = well fitted curve in the direction sought with a large enough effect; inconclusive = small, poorly fitted or top-dose-only effect, or another doubt; inactive = no such curve, though single readings can be large; an effect the other way counts as inactive or inconclusive.

SMILES	Vif-A3G inh	rTrxR1 inhibitor	USP1-UAF1 inh	IDH1 R132H inh	LDHA block	RGS4 inh	TrxR1 substrate	Glioma ERSR ind	Vif-A3F inh
CCOC(=O)c1[nH]c(C)c(C(=O)NC)c1C	1%	9%[57.1 µM]	-16%	0%	-1	3%	3%	-4%	5%
CC(C)[C@H](NS(=O)(=O)c1cccc(Cl)c1)C(=O)OCC(=O)NC(=O)CN1CCCC1=O	0%	9%	-18%	-7%	-12	11%	-4%	-4%	-4%
COc1cc(OC)c(N2CC34C=CC(O3)C(C(=O)O)C4C2=O)cc1Cl (stereo not drawn)	-4%	-10%	-25%	-1%	-9	-1%	-1%	-4%	8%
CC1CCCCN1CCNC(=O)c1ccc2c(c1)N(Cc1ccccc1)C(=O)c1ccccc1S2(=O)=O (stereo not drawn)	2%	7%	-30%	9%	1	-37%	-1%	-1%	2%
Cc1ccc(NC(=O)C2CC(=O)N(C(C)C)C2)cc1C (stereo not drawn)	-6%	24%[57.1 µM]	-19%	10%	1	-37%	9%	-6%	5%
COCC(N)(c1ccccc1)c1nc2ccccc2n1C (stereo not drawn)	2%	-7%	5%	4%	-7	23%	-1%	-1%	-14%
CCCNC(=O)C1(CC2CC(c3ccccc3)=NO2)CCN(C(=O)c2ccccc2)CC1 (stereo not drawn)	-9%	22%	-23%	-15%	-19	9%	3%[57.1 µM]	-1%	0%
Cc1ccc(C)c(NC(=O)CSc2nncn2C)c1	3%	17%	1%	8%	-9	14%	-4%	-4%	-6%
O=C(NCc1cccnc1)C(=O)NCC1OCCCN1S(=O)(=O)c1ccc(Cl)cc1 (stereo not drawn)	2%	26%	-11%	7%	-11	-20%	10%	-4%	13%
CCn1c(=O)c2cc(C(=O)N(C)c3cc(Cl)c(OC)cc3OC)sc2c2ccccc21	2%	35%[activator]	-16%	4%	4	-5%	5%	-1%	-11%
CC(=O)N1CCc2cc(S(=O)(=O)Nc3ccccc3N3CCN(C)CC3)ccc21	-1%	10%	-26%	13%	0	3%	5%	-3%	3%
CCOc1ccccc1NC(=O)NC(CC)c1c(-n2cccc2)sc2c1CCN(C)C2 (stereo not drawn)	0%	-7%	-15%	-10%	4	-2%	-13%	-3%	3%
Cc1ccc(CCNC(=O)c2ccc(NC(=O)N3CCSc4ccccc43)cc2)cc1	1%	6%	-2%	-11%	-2	-18%	5%	-4%	1%
O=C(Nc1cccc(S(=O)(=O)NC2=NCCC2)c1)c1ccccc1F	1%	7%	-9%	-5%	-8	-9%	0%	0%	0%
O=C(CCn1c(=S)oc2ccccc21)Nc1cc([N+](=O)[O-])ccc1F	-8%	17%	-12%	10%	-5	13%	0%	-2%	4%
C[C@H](CO)N1C[C@H](C)[C@H](CN(C)C(=O)c2ccccc2)Oc2cc(Br)ccc2S1(=O)=O	-2%	.	-29%	-6%	-4	.	.	?	-1%
CCCCN(C(=O)CSc1nnnn1-c1ccccc1OC)C1CCS(=O)(=O)C1 (stereo not drawn)	3%	-2%	0%	1%	-8	-11%	-7%	-2%	-9%
CCc1ccc(N2CCn3c2nc2c3c(=O)n(Cc3ccc(F)cc3)c(=O)n2C)cc1	2%	22%	-32%	-6%	-16	10%	11%[11.4 µM]	-1%	5%
Cc1cc2cc(CCNC(=O)CCc3ccccc3)c(=O)[nH]c2cc1C	2%	4%	-14%	-7%	0	-10%	0%	-2%	5%
COCCCN(Cc1cc(OC)c(OC)c(OC)c1)C(=S)Nc1cccc(Cl)c1	2%	.	-24%	0%	-7	.	.	-1%	0%
COc1ccc(-c2cc(C(F)(F)F)nc(SCCC(=O)Nc3ccc(OC)c(OC)c3)n2)cc1	-1%	-2%	-26%	-2%	3	-3%	-8%	-3%	-8%
CC1CCN(S(=O)(=O)c2cc(C(=O)NC3(C)CCS(=O)(=O)C3)ccc2Br)CC1 (stereo not drawn)	-17%	9%	-17%	-14%	-5	13%	-2%	-2%	0%
CCCN(CC(=O)Nc1ccc(OC)c(OC)c1)CC(=O)Nc1ccc(F)c(F)c1F	-8%	12%[57.1 µM]	-14%	11%	7	-36%	-6%	-3%	-1%
CCc1ccc(NC(=O)c2sc3nc(C)c(C(=O)Nc4ccc(C)cc4C)c(-c4ccco4)c3c2N)cc1	-30%	5%	?	0%	-2	6%	-11%	-2%	13µM*
Cc1ccc(-n2cnc(=O)c3cccnc32)cc1	0%	-14%	-20%	4%	-9	-3%	-7%	0%	0%
COCCN(CC(=O)Nc1ccccc1C(F)(F)F)C(=O)/C=C/c1ccc2ccccc2n1	-5%	20%	-21%	4%	1	-14%	4%	0%	-12%
COCc1ccc(C(=O)NC(C)c2cnn(-c3ccccc3C)c2C)o1 (stereo not drawn)	1%	-8%	-12%	-15%	-2	9%	-1%	1%	17%
O=C(c1ccc(NS(=O)(=O)c2ccc3[nH]c(=O)[nH]c3c2)cc1)N1CCCCC1	2%	2%	1%	8%	-5	4%	-7%	-3%	-22%
CCCCn1c(N)c(N(CCOC)C(=O)COC(=O)CCOc2ccc(C)cc2)c(=O)[nH]c1=O	-6%	-1%	-18%	2%	2	-12%	3%	-2%	2%
CCCCN(C)C(=O)c1cc2c(s1)-c1ccccc1S(=O)(=O)C2	-1%	-9%	-22%	6%	-13	-23%	-6%	-2%	1%
Cc1ccc(N2C(N)=C(C#N)C(c3cccnc3)C3=C2CCCC3=O)cc1 (stereo not drawn)	2%	9%[57.1 µM]	-2%	-6%	7	-45%	-1%	-9%	3%
CCOC(=O)c1c(C)nn(-c2ccc(NC(=O)c3c(C)noc3C)cc2)c1C	-10%	13%	-23%	-2%	-1	6%	-1%	-16%	4%
COCC(=O)Nc1ccc2c(c1)OCC(=O)N2Cc1ccc(C)cc1	-4%	-1%	-10%	-1%	-9	23%	-8%	7%	1%
O=C(NN1C(=O)C2C(C1=O)C1C=CC2C12CC2)c1ccc(Cl)cc1 (stereo not drawn)	-6%	-19%	-7%	-3%	-5	20%	-11%	-1%	1%
Cc1cccc(-n2c(=O)c3ccccc3n(Cc3ccc(F)cc3)c2=O)c1	-5%	22%	-19%	14%	1	-3%	10%	-1%	0%
C=C(C)[C@@H]1CC=C(CN2CCC(N3CCC(C(=O)N4CCCC4)CC3)CC2)CC1	1%	13%[57.1 µM]	-8%	4%	-1	-21%	-4%[57.1 µM]	-7%	4%
COc1ccccc1C(=O)Nc1nc2ccc(S(C)(=O)=O)cc2s1	-4%	26%	-9%	-1%	-1	-8%	12%	7%	3%
COc1ccc(C2Nc3ccccc3C(=O)N2c2ccc(Cl)cc2)cc1Cn1cc([N+](=O)[O-])cn1 (stereo not drawn)	-1%	4%	-8%	-4%	-6	-3%	-10%	6%	1%
Cc1ccccc1NC(=S)NCC(c1cccnc1)N1CCOCC1 (stereo not drawn)	0%	-25%	-2%	0%	-7	10%	-13%	0%	-3%
CCCCN(C)CCNC(=O)c1ccc(Cn2c(=O)[nH]c3cc(OC)c(OC)cc3c2=O)cc1	3%	11%	-13%	-10%	-1	11%	5%	-3%	-9%
CCOc1ccc(C(O)(c2ccccc2)C(CN2CCCC2)c2ccccc2)cc1 (stereo not drawn)	-2%	17%	-11%	-16%	-4	-49%[56.9 µM]	-1%	-6%	-8%
O=C(c1cc2ccccc2oc1=O)N1CCN(c2ncccn2)CC1	1%	5%[57.1 µM]	-13%	-1%	0	15%	7%[57.1 µM]	4%	1%
Cc1ccc(C)c(NC(=O)Cn2c(=O)oc3cc(S(=O)(=O)NCc4ccccc4)ccc32)c1	-5%	13%	-27%	-11%	-7	16%	-3%	-2%	-4%
CCc1nnc(NS(=O)(=O)c2ccc(N3C(=O)c4ccc(C(=O)O)cc4C3=O)cc2)s1	0%	10%[57.1 µM]	-12%	-1%	-5	-4%	-2%	-5%	1%
CCCn1c(NCc2ccccc2NS(=O)(=O)c2ccc(C)cc2)nc2ccccc21	?	17%	-10%	0%	-2	?	2%	-3%	-13%
COc1cccc(-n2c(=S)sc3c(=O)n(-c4ccccc4OC)c(=S)[nH]c32)c1	-4%	17%	-8%	3%	-3	-45%	-7%	0%	-9%
COc1ccc(OC)c(C2C=C(c3ccc(C)c(C)c3)Nc3nnnn32)c1 (stereo not drawn)	?	-14%	-24%	2%	0	-27%	6%	-1%	2%
Fc1ccccc1CN1CCCN(C(=S)Nc2cccc(Cl)c2)C1	-1%	2%	-19%	3%	-10	-7%	6%	-3%	-1%
CN(C(=S)NC(=O)C1CCCC1)c1ccccc1	-4%	.	-27%	2%	-3	.	.	0%	?

Grouped by structure: those above with a nitro group on carbon (2)
SMILES	Vif-A3G inh	rTrxR1 inhibitor	USP1-UAF1 inh	IDH1 R132H inh	LDHA block	RGS4 inh	TrxR1 substrate	Glioma ERSR ind	Vif-A3F inh
O=C(CCn1c(=S)oc2ccccc21)Nc1cc([N+](=O)[O-])ccc1F	-8%	17%	-12%	10%	-5	13%	0%	-2%	4%
COc1ccc(C2Nc3ccccc3C(=O)N2c2ccc(Cl)cc2)cc1Cn1cc([N+](=O)[O-])cn1 (stereo not drawn)	-1%	4%	-8%	-4%	-6	-3%	-10%	6%	1%

Only part of the results is shown. The share of hits here may be higher or lower than overall.
